Compound activity from PubChem.
CCR6 antag – CCR6 receptor antagonists, primary screen, cell-based, CHO-K1, luminescence, beta-arrestin, uHTS; 340,000 tested, 0.49% active; CHO-K1 CCR6 PathHunter beta-arrestin, CCL20-stimulated; C-C chemokine receptor type 6 (Homo sapiens), P51684; AID 493098, 2011; inhibition, % at 20 µM;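 active = compounds whose inhibition of the agonist-driven luminescence signal at 20 µM reaches about 50%, limit read from the data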;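 also: cells stimulated with CCL20 at 14 nM final; plate controls were DMSO with CCL20 for no effect and DMSO without agonist for full effect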
Target sequence (P51684 whole entry, looked up): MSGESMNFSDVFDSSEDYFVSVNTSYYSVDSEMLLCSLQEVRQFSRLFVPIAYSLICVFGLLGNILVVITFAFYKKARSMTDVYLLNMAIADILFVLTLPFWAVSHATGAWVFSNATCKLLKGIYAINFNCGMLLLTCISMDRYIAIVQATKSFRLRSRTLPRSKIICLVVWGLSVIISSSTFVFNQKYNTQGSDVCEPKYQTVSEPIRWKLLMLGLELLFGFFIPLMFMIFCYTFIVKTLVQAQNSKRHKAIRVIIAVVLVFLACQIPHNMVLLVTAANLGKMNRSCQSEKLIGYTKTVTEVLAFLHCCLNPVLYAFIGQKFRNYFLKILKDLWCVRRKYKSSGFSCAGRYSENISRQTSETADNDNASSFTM
CXCR6 inh – CXCR6 receptor inhibitors, primary screen, cell-based, beta-arrestin, luminescence, CHO-K1 PathHunter, 1536-well; C-X-C chemokine receptor type 6 (Homo sapiens), O00574; inhibition, % at 20 µM; 360,000 tested, 0.36% active; AID 602244, 2012; in the data active = inhibition above about 34%, passing the limit was not always enough;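 also: antagonist mode with CXCL16 agonist at 10 nM final; 0% = 10 nM CXCL16 with DMSO and 100% = unstimulated wells without agonist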
Target sequence (O00574 whole entry, looked up): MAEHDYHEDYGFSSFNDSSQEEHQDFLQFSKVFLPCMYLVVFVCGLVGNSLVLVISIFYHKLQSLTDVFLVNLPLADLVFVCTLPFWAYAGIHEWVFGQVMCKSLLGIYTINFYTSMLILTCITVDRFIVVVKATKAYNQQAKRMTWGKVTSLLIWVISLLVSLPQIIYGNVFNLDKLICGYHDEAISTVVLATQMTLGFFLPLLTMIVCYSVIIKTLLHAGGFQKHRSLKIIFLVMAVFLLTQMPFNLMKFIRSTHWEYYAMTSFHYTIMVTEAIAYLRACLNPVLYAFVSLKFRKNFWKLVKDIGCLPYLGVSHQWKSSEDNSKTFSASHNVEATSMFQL
EBI2 antag – EBI2 receptor antagonists, beta-arrestin recruitment, primary screen, cell-based, luminescence, 7a,25-OHC stimulation, uHTS. G-protein coupled receptor 183 (Homo sapiens), P32249. 7a,25-OHC stimulated. inhibition, % at 5 µM. 360,000 tested, 0.81% active. AID 651636, 2012; in the data active = inhibition above about 38%;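 also: enzyme fragment complementation signal reports receptor beta-arrestin coupling in cells; 0% = agonist plus DMSO wells and 100% = wells without agonist; some results beyond the cut were filed as inactive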
Target sequence (P32249 whole entry, looked up, the tested form may be a part): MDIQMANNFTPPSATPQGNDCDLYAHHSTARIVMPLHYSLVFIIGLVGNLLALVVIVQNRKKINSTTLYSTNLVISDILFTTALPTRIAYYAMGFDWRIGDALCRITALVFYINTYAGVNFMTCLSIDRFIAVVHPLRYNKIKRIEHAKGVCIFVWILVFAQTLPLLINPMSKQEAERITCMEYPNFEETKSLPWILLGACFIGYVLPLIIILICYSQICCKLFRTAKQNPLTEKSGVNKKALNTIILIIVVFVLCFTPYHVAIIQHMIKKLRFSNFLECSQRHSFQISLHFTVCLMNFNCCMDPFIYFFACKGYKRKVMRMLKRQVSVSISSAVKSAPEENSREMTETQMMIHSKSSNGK
* hit, by the source's call. An excerpt (hit frequency here may not be typical).

SMILES	CCR6 antag	CXCR6 inh	EBI2 antag
O=C(COC(=O)c1cccc(Cl)c1)Nc1cc(S(=O)(=O)N2CCOCC2)ccc1N1CCOCC1	10.7	10.1	-1.3
COc1ccc2c(CN(C)c3ccccc3)cc(=O)oc2c1	14.6	0.0	6.0
CN(C)c1ccc(Cc2ccc(N(C)C)cc2)cc1	18.4	-5.1	1.5
COc1ccc2c(c1)-c1nc(/N=C/c3c(O)ccc4ccccc34)sc1CC2	34.2	-13.9	-16.4
COc1ccc2nc(-c3ccccc3)[nH]c(=O)c2c1	-1.0	-2.5	-5.2
COc1ccc(OC)c(Nc2nc(=O)c3cccnc3s2)c1	10.4	-14.3	0.8
CCn1c(CCNC(=O)c2ccc(OC)cc2)nnc1SCc1ccc(Cl)c(Cl)c1	15.6	-10.8	5.5
Cc1ccc(S(=O)(=O)N2CCC(C(=O)N3CCCCCCC3)CC2)cc1	9.6	1.7	-0.1
CCN(C(=O)COC(=O)C(c1ccccc1)c1ccccc1)c1c(N)n(Cc2ccccc2)c(=O)[nH]c1=O	8.6	3.3	0.8
COc1ccc(CCNc2ncnc3cc(OC)c(OC)cc23)cc1OC	-0.1	-1.9	-5.1
Cc1ccc([C@H]2C(C(=O)O)=CC[C@@H](c3cccc(Cl)c3)N2S(=O)(=O)c2ccc(C)cc2)cc1	-0.4	5.2	-2.1
S=C1NCCN1CC1CCN(CCCC2CCCC2)CC1	-11.7	3.0	1.9
O=S(=O)(c1ccc(S(=O)(=O)N2CCN(C3CCCCC3)CC2)cc1)N1CCCCCC1	7.8	1.6	-1.0
CN(c1ccccc1)S(=O)(=O)c1cc(C(=O)OCC(=O)c2c(N)n(C)c(=O)n(C)c2=O)ccc1Cl	-2.8	-5.6	-8.2
Cc1cc(C)c(NS(=O)(=O)c2ccccc2)c(C)c1	11.5	-0.5	1.1
COc1ccc(CC(=O)N(C)Cc2ccc(OC(F)F)cc2)cc1S(=O)(=O)N1CCOCC1	2.9	2.3	0.9
CCC1CC(=O)CCN1S(=O)(=O)c1ccc(C)cc1 (configuration not stated)	1.4	-2.4	1.8
Cc1cc2c(C)nc(N/N=C/c3ccc([N+](=O)[O-])cc3)nc2o1	108.2*	3.6	0.7
Cc1nn(Cc2ccccc2)c(C)c1CNC(=O)[C@H](C)N=C1NS(=O)(=O)c2ccccc21	-0.3	-3.9	5.1
COC(=O)c1c(NC(=O)c2ccccc2N(C)S(=O)(=O)c2ccccc2)sc2c1CCCC2	-9.9	5.5	10.2
Nc1cc([N+](=O)[O-])ccc1OCc1ccccc1	18.4	6.2	-5.4
Nc1nc(N)c(N=Nc2ccccc2)c(=O)[nH]1	-12.4	5.2	-1.0
Cc1cc(C=O)c(C)c2c1[nH]c1ccccc12	-2.7	1.2	2.5
CSCCC(NC(=O)c1cc(S(=O)(=O)N2CCOCC2)ccc1C)c1nc2ccccc2[nH]1 (configuration not stated)	2.1	-3.9	-2.3
O=C1[C@H](Cc2ccccc2)NCC=CC[C@@H](c2ccc(Cl)cc2)N1Cc1ccccc1	7.7	-7.3	-3.6

At a glance, some entries already given.
SMILES	CCR6 antag	CXCR6 inh	EBI2 antag
S=C1NCCN1CC1CCN(CCCC2CCCC2)CC1	-11.7	3.0	1.9
O=S(=O)(c1ccc(S(=O)(=O)N2CCN(C3CCCCC3)CC2)cc1)N1CCCCCC1	7.8	1.6	-1.0
CN(c1ccccc1)S(=O)(=O)c1cc(C(=O)OCC(=O)c2c(N)n(C)c(=O)n(C)c2=O)ccc1Cl	-2.8	-5.6	-8.2
Cc1cc(C)c(NS(=O)(=O)c2ccccc2)c(C)c1	11.5	-0.5	1.1
COc1ccc(CC(=O)N(C)Cc2ccc(OC(F)F)cc2)cc1S(=O)(=O)N1CCOCC1	2.9	2.3	0.9
CCC1CC(=O)CCN1S(=O)(=O)c1ccc(C)cc1 (configuration not stated)	1.4	-2.4	1.8

The main list resumes; the 4 compounds before the break are reprinted first.
SMILES	CCR6 antag	CXCR6 inh	EBI2 antag
Nc1nc(N)c(N=Nc2ccccc2)c(=O)[nH]1	-12.4	5.2	-1.0
Cc1cc(C=O)c(C)c2c1[nH]c1ccccc12	-2.7	1.2	2.5
CSCCC(NC(=O)c1cc(S(=O)(=O)N2CCOCC2)ccc1C)c1nc2ccccc2[nH]1 (configuration not stated)	2.1	-3.9	-2.3
O=C1[C@H](Cc2ccccc2)NCC=CC[C@@H](c2ccc(Cl)cc2)N1Cc1ccccc1	7.7	-7.3	-3.6
Cc1cc([N+](=O)[O-])ccc1P(=O)(O)c1ccc([N+](=O)[O-])cc1C	11.7	4.4	-17.5
CC(=Nc1ccccc1)C1=C(O)C(Cc2ccccc2)NC1=O (configuration not stated)	4.8	3.9	-13.9
CC(/C=C/c1ccc(O)cc1)=NNc1ccccc1	17.4	-6.0	-2.6
O=S(=O)(O)c1ccc(Cl)c(Cl)c1	-0.1	7.2	3.7
C=CS(=O)(=O)N(Cc1ccccc1Br)[C@H](CO)CC(C)C	-1.0	7.1	-10.8
O=C(Nc1cc(Br)ccc1O)c1cc(-c2cccs2)on1	-1.4	-3.9	-5.9
O=c1ccc(=O)n(CCc2ccccn2)[nH]1	-3.6	-5.2	-2.7
CSc1ncnc2[nH]ncc12	0.8	4.6	-5.7
CC1CCCCN1N=Nc1nc2c([nH]1)c(=O)n(C)c(=O)n2C (configuration not stated)	14.3	-2.1	9.4
COC(=O)C1=NN(C(=O)c2ccc(Br)cc2)C(O)(C(C)(C)C)C1 (configuration not stated)	5.6	10.3	3.2
CCOc1cc(C)nc(N2CCC(C(=O)NCC3CCCO3)CC2)n1 (configuration not stated)	5.0	5.7	-4.4
O=C(NN=Cc1cc(Cl)ccc1[N+](=O)[O-])c1ccco1	-8.1	-5.1	-24.2
COc1ccc(-n2c(SCC(=O)Nc3nccs3)nnc2-c2ccc(Cl)cc2)cc1	12.9	1.7	9.0
Cc1ccc(C2C(C(=O)c3sc(-c4ccccc4)nc3C)=C(O)C(=O)N2CCN(C)C)o1 (configuration not stated)	7.4	-7.9	-5.7
OCC1OC2C(NC(=S)N2c2ccccc2)C(O)C1O (configuration not stated)	-1.9	2.7	4.7
CCCCOc1ccc(Br)cc1CSC(=N)N	12.1	-7.2	-5.4
COc1cc(CC(CC(=O)c2ccc3c(c2)OCO3)C(=O)O)cc(OC)c1OC (configuration not stated)	10.4	-2.6	-7.4
CN(C)S(=O)(=O)c1cccc(NC(=O)COc2cccc(C#N)c2)c1	1.6	0.6	-9.9
Cc1[nH]n(C(N)=S)c(=O)c1N=Nc1ccc2ccccc2c1	20.7	7.7	-0.4
CN(CCc1ccccc1)C(=O)c1ccc(NC(=O)Cc2ccc(NC(=O)C3CCN(C(=O)C4CCC4)CC3)cc2)cc1	8.2	-2.9	-8.1
CCOC(=O)Cc1cc(=O)[nH]n(-c2ccccc2)c1=O	-1.3	-2.7	-9.0
CCOC(=O)C(Cc1ccnnc1)=NO	-1.0	0.0	3.9
Cc1cc2c(cc1C)C(=O)C(Br)=C(N)C2=O	-12.6	-8.1	-23.7
CCC(=O)N1CCc2cc(OC)c(OC)cc2C1COc1ccccc1OC (configuration not stated)	12.8	-13.0	4.1
Cc1c(/C(O)=C2/C(=O)C(=O)N(CCN3CCOCC3)C2c2ccco2)cnn1-c1ccccc1 (configuration not stated)	3.6	-0.8	-3.7

Next section:
SMILES	CCR6 antag	CXCR6 inh	EBI2 antag
Cc1ccc(-c2nnc(-c3cccc4ccccc34)o2)cc1	22.5	0.4	27.6
COc1cccc(OC)c1C(=O)N[C@@H]1C(=O)N2[C@@H]1SC(C)(C)[C@@H]2C(=O)O	10.7	-0.6	-0.7
CCN1/C(=C\C=C2\C(=O)N(c3ccccc3)C(=S)N2C)Sc2ccccc21	63.3*	40.5*	25.4
O=C(OCCC12CC3CC(CC(C3)C1)C2)c1ccc(NCc2cc(O)ccc2O)cc1	-21.9	-19.2	-11.3
CN(C(=O)c1ccc(NC(=O)Cc2ccc(NC(=O)C3CCCN(C(=O)C4CCCC4)C3)cc2)cc1)C1CCCC1 (configuration not stated)	-5.3	-0.1	-2.3
S=C(NN=C(c1ccccc1)c1ccccn1)N(Cc1ccccn1)Cc1ccccn1	9.6	0.3	3.8
CS(=O)(=O)c1ccc(C(=O)OCc2nnc(-c3ccccc3)o2)cc1[N+](=O)[O-]	62.3*	63.5*	56.4*
C[C@@H](C(=O)Nc1cc(C(F)(F)F)ccc1N1CCOCC1)N1C(=O)C2CC=CCC2C1=O (some centres not stated)	4.3	-2.7	-7.3
COC1C(O)C(O)C(O)C(O)C1O (configuration not stated)	-3.6	0.5	-6.0
CN(C)c1ccc(NC(=S)c2ccccn2)cc1	49.6	35.6	7.9
O=c1[nH][nH]c(-c2ccccc2)c1-c1ccccc1	-1.2	3.2	-3.7
COc1ccc(C=C(C#N)c2ccc(OC)cc2)cc1	12.7	0.6	11.3
Clc1ccccc1C=NNc1ccccn1	9.0	-5.6	-4.9
CCOC(=O)C1(CCCc2ccccc2)CCN(C2CCSCC2)CC1	16.0	-6.5	12.6
Nc1ccc2cc3ccccc3cc2c1	4.0	-13.4	1.0
CN(C(=O)c1cccc(NC(=O)Cc2cccc(NC(=O)C3CCN(C(=O)c4ccccc4)CC3)c2)c1)C1CCCC1	-3.0	2.0	3.2
CC(=O)N1CCN(C(=O)c2ccc(NS(=O)(=O)c3ccc(Cl)c(Cl)c3)cc2)CC1	-3.0	-11.8	-3.9
CCC(C)N(C(=O)CSc1nc(-c2cccs2)nc2ccccc12)C1CCS(=O)(=O)C1 (configuration not stated)	0.4	6.1	7.0
O=C(CCCCC(=O)NN=Cc1ccccc1O)NN=Cc1ccccc1O	1.0	-4.6	3.4
CCN1C(=O)/C(=C/c2nc3ccccc3c(=O)[nH]2)c2ccccc21	13.5	9.8	-4.4
O=c1[nH]nnc2cc(Cl)ccc12	0.8	-6.0	-0.8
CCCCn1cnc2c(SCCc3ccccc3)nc(N)nc21	7.2	-4.8	8.4
O=C(Cc1cccc(NC(=O)C2CCCN(C(=O)C3CCCC3)C2)c1)Nc1cccc(C(=O)N2CCOCC2)c1 (configuration not stated)	10.5	-6.5	-4.4
CCC1=NN2C(=N)/C(=C\c3cccn3-c3ccc(Br)cc3)C(=O)N=C2S1	5.8	10.2	-15.4
C#CCOCCOCCOCCNc1nc(N2CCOCC2)nc(N2CCN(C(=O)[C@H](CCCCN)n3cc(CCC(=O)O)nn3)CC2)n1	1.8	-3.7	-6.6

Later entries
SMILES	CCR6 antag	CXCR6 inh	EBI2 antag
CN1CCN(c2ccc(S(=O)(=O)N3CCOCC3)cc2NC(=O)C2CCCCC2)CC1	-1.5	5.4	1.0
O=C(NCc1ccco1)c1cc(S(=O)(=O)N2CCOCC2)c(Cl)cc1Cl	-9.2	-6.7	0.4
CCn1c2ccccc2c2nc3cc(C(=O)O)ccc3nc21	-5.3	-6.5	-5.7
CCN1CC=C2C(C1)C(c1ccc(Cl)s1)C(C#N)=C(N)C2(C#N)C#N (configuration not stated)	32.0	0.7	16.0
COc1ccc(C(CNC(=O)c2cccc(S(=O)(=O)Nc3ccc(F)cc3)c2)N2CCCCC2)cc1 (configuration not stated)	16.9	3.5	10.3
CCCCN1CCC(CN2C(=O)C(=O)NC[C@@H]2Cc2ccccc2)CC1	-1.6	7.3	-3.3
CC(NC1=CC(=O)c2cccnc2C1=O)C(O)c1ccccc1 (configuration not stated)	14.9	4.4	-50.2
COc1cc(Cl)c(CNC[C@H]2O[C@@H](n3cnc(C(N)=O)n3)[C@H](O)[C@@H]2O)c(Cl)c1O	4.5	-10.5	-7.6
COc1ccc(S(=O)(=O)NCc2cccnc2)cc1NC(=O)c1ccccc1C	5.7	4.8	0.0
O=C(O)c1ccc(-n2ncc3c2/C(=C\c2cccc([N+](=O)[O-])c2)CC3)cc1	13.9	5.5	9.8
O=C(Nc1ccccc1)P(=O)(O)c1ccccc1	7.3	-4.1	6.4
O=C1NC[C@H](Cc2ccccc2)N(C[C@H]2CCCN2C[C@H](Cc2ccccc2)N2C[C@H](Cc3ccccc3)N(CC3CCCCCC3)C(=O)C2=O)C1=O	-1.0	8.3	16.6
CC(=O)Nc1c(Br)cc2c(c1Br)Cc1cc(Br)ccc1-2	6.6	-1.5	9.2

Sorted by value in CXCR6 inh (low to high): 5 of the compounds above
SMILES	CCR6 antag	CXCR6 inh	EBI2 antag
COc1cc(Cl)c(CNC[C@H]2O[C@@H](n3cnc(C(N)=O)n3)[C@H](O)[C@@H]2O)c(Cl)c1O	4.5	-10.5	-7.6
O=C(Nc1ccccc1)P(=O)(O)c1ccccc1	7.3	-4.1	6.4
CN1CCN(c2ccc(S(=O)(=O)N3CCOCC3)cc2NC(=O)C2CCCCC2)CC1	-1.5	5.4	1.0
O=C(O)c1ccc(-n2ncc3c2/C(=C\c2cccc([N+](=O)[O-])c2)CC3)cc1	13.9	5.5	9.8
O=C1NC[C@H](Cc2ccccc2)N(C[C@H]2CCCN2C[C@H](Cc2ccccc2)N2C[C@H](Cc3ccccc3)N(CC3CCCCCC3)C(=O)C2=O)C1=O	-1.0	8.3	16.6
